SK-BR-3 tox 24h: SK-BR-3 proliferation inhibitors; SK-BR-3 viability, CellTiter-Glo ATP luminescence, 24 h; hits give low values; viability, % at 10 µM; actives 0.47% (n = 41,000); AID 847;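 active = viability at or below the median of all test compounds minus 3 SD, in both replicates if run twice, cut at about 45% in these data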;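 also: 100% = median untreated cell wells and 0% = median positive control drug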
* marks the source's active call; other numbers are inactive results.

SMILES | SK-BR-3 tox 24h
CN(C)CCCNCCCNC(=O)c1ccncc1 | 92.3
CCCc1cc(=O)[nH]c(SCC(=O)c2c(N)n(C)c(=O)n(C)c2=O)n1 | 34.1*
CC(C)CCNC(=O)C(c1cccs1)N(CC1CCCO1)C(=O)Cn1nnc2ccccc21 (stereo not given) | 135.1
CCC(C)c1cc(S(=O)(=O)N2CCOCC2)ccc1OC (stereo not given) | 101.5
COc1ccc(C2=CC(c3ccc(OC)c(OC)c3)n3nnnc3N2)c(OC)c1 (stereo not given) | 97.3
Fc1ccc(CSc2nnc(-c3cccnc3)n2Cc2ccco2)cc1 | 103.4
COc1cc(NC(=O)NC(C)(C(F)(F)F)C(F)(F)F)cc(OC)c1OC | 112.2
COc1ccc(OC)c(-c2cc(C(=O)NCCN3CCOCC3)no2)c1 | 90.7
Cc1nn(C(C)(C)C)c(OC(=O)c2cccs2)c1S(=O)(=O)c1ccccc1 | 102.0
COc1nc(N)nc(NC23CC4CC(CC(C4)C2)C3)n1 | 108.5
CC(C)OCCCNC(=O)NC12CC3CC(CC(C3)C1)C2 | 83.1
Cc1ccccc1NC(=O)CC1SC(=NC2CCCCC2)NC1=O (stereo not given) | 86.7
CCN(CC)CCN1C(=O)c2oc3ccccc3c(=O)c2C1c1cccc(Br)c1 (stereo not given) | 70.8
Cn1c(=O)[nH]c(=O)c2c1nc(Br)n2CCSc1nnnn1-c1ccccc1 | 105.4
Cc1ccc(CNC(=O)CCCNS(=O)(=O)c2cccc3nonc23)cc1 | 88.3
O=S(=O)(Nc1cccnc1)c1ccc(Cl)c(C(F)(F)F)c1 | 111.5
CC(C)CCC(CCN1CCOCC1)c1ccc2c(c1)OCO2 (stereo not given) | 78.0
C/C(NCc1cccnc1)=C(\C#N)C(=O)NCc1ccccc1 | 65.2
O=C1NCCCc2c1no[n+]2[O-] | 84.9
COc1ccc(-c2cc(C(=O)OCC(=O)N3CCCC3)c3ccccc3n2)cc1 | 69.4
CC1=CC=CN2CC(O)CN=C12 (stereo not given) | 91.8
C=C(C)Cn1c(Sc2nnc(C)s2)nc2c1c(=O)[nH]c(=O)n2C | 94.8
c1ccc(-c2nc3cc(Cc4ccc5oc(-c6ccccn6)nc5c4)ccc3o2)nc1 | 93.8
CS(=O)(=O)N(CC(=O)N1CCCC1)c1ccc(Cl)c(Cl)c1 | 96.4
CC(C)CCNc1nc(N2CCCC2)c2c(c1C#N)CCN(C)C2 | 82.2
O=C(c1cc2ccccc2oc1=O)N(Cc1ccco1)Cc1cccs1 | 67.4
CN(C)c1nc(N2CCOCC2)nc(N(c2ccccc2)c2ccccc2)n1 | 101.0
COCCn1c(SCC(=O)NCc2ccco2)nc2cccnc21 | 81.5
CC(C)(C)NS(=O)(=O)c1ccc(CCC(=O)O)cc1 | 100.9
CCCn1nnnc1SCC(=O)Nc1ccc(F)cc1 | 94.5
CCOC(=O)Cn1nnnc1C(C(C)C)N(Cc1cc2c(C)cc(C)cc2[nH]c1=O)C1CCCC1 (stereo not given) | 112.0
Cc1noc(C)c1CSCC(=O)OCC(=O)NC1CCCCC1 | 32.4*
CC(C)(C)C1CCc2c(sc3c2C(=O)NC(c2ccco2)N3)C1 (stereo not given) | 128.1
CCOc1ccc(-c2nc(C#N)c(N3CCN(C)CC3)o2)cc1 | 81.0
COc1ccc(-c2cc(C(=O)NCc3ccccc3)no2)cc1OC | 85.8
Cc1sc(NC(=O)c2cccs2)nc1-c1ccccc1 | 97.0
O=C(NCC(=O)N(Cc1cccs1)C(C(=O)NC1CCCC1)c1ccncc1)c1ccco1 (stereo not given) | 93.6
CCOC(=O)C1Cc2c([nH]c3ccccc23)C(C)N1 (stereo not given) | 97.0
COc1ccc(CNC(=O)CSc2ncn[nH]2)cc1 | 98.2
Cc1cc(C(=O)NCc2ccccc2F)cs1 | 94.4
CCOc1ccccc1NC(=O)c1ccccc1-c1nc(-c2ccccc2)no1 | 93.6
Cc1cc(C)nc(SCc2nnc(SCC(=O)Nc3cc(C(F)(F)F)ccc3Cl)o2)n1 | 97.7
CC1Cc2ccccc2N1C(=O)c1ccc2c(c1)nnn2C (stereo not given) | 79.4
CN(c1cccc(NC(=O)Cc2ccccc2)c1)S(C)(=O)=O | 93.3
CN(C)c1[nH]c(=O)c(C#N)c2c1CCN2Cc1ccccc1 | 84.9
Cc1ccc(C)c(Cn2c(=O)n(CCC(=O)NCc3ccco3)c(=O)c3ccccc32)c1 | 83.8
O=C(c1ccc(Cl)c(Cl)c1)N1CCOCC1 | 88.0
COc1ccc(C2CC(c3ccccc3)Nc3ncnn32)cc1 (stereo not given) | 101.6
CCOC(=O)C1CCN(S(=O)(=O)c2ccc(-c3nc4ccccc4s3)s2)CC1 | 82.9
Cc1ccc(-c2nc(-c3cccnc3)no2)c(C)c1 | 88.5
Cc1cc(=O)oc2ccc(OCC(=O)N3CCc4ccccc43)cc12 | 86.2
COc1cc(OC)c(NC(=O)c2ccco2)cc1Cl | 95.7
COc1ccc(Cl)c(NC(=O)Cn2nnc(-c3ccccc3N)n2)c1 | 88.8
CCN1CCN(C(=O)c2cn(CCOC)c(=O)c3c2c2ccccc2n3C)CC1 | 70.3
Nc1cc(C(=O)O)ccc1Nc1ccc(F)c(F)c1 | 103.9
CCCCCOc1ccc(C(=O)N(Cc2ccco2)C2CCS(=O)(=O)C2)cc1 (stereo not given) | 90.4
O=C(c1cccc(COc2ccc(Cl)cc2Cl)c1)N1CCN(c2ccccn2)CC1 | 92.8
Cn1c(NCC(O)c2ccccc2)nc2c1c(=O)n(Cc1ccc(Cl)cc1)c(=O)n2C (stereo not given) | 95.1
CCOc1ccccc1-n1c(SCC(=O)NC(C)CC)nnc1-c1ccoc1C (stereo not given) | 64.0
N#CC1C(=O)NC(N2CCN(c3ccccc3)CC2)=NC12CCCCC2 (stereo not given) | 92.5

Later entries:
SMILES | SK-BR-3 tox 24h
O=C(Nc1ccc(NC(=O)C2CC2)cn1)c1ccccc1Cl | 100.8
CCCS(=O)(=O)c1nc(S(=O)(=O)c2ccc(C)cc2)c(NCCCN2CCOCC2)s1 | 97.3
COc1cccc(NC(=O)Cn2nnc(-c3ccccc3N)n2)c1 | 92.7
O=C(NCc1ccccc1)c1ccc(OC2CSC2)cc1 | 92.8
CCc1cc2c(=O)c(-c3ccc4c(c3)OCCO4)coc2cc1OC(=O)c1ccco1 | 84.2
Cc1nc2nc(-c3ccccc3)nn2c(C)c1Cl | 82.0
Cc1cc(S(=O)(=O)NCC(C)C)ccc1OCC(=O)N1CCOCC1 | 86.5
Cc1csc(SCCn2c(N3CCCC3)nc3c2c(=O)[nH]c(=O)n3C)n1 | 95.4
O=C1c2ccccc2NC2CCCCC12 (stereo not given) | 85.7
O=C(Cn1c(-c2ccccc2)noc1=O)Nc1ccc(N2CCCCCC2)cc1 | 106.7
Cc1cc(NC(=O)c2cccc(S(=O)(=O)N3CCOCC3)c2)c2ccccc2n1 | 86.8
CCOc1ccc(-c2nnc3sc(-c4ccccc4OC)nn23)cc1 | 111.7
Cc1cc(C)n(CC(=O)n2c3ccccc3c3ccccc32)n1 | 83.6
O=C(CCc1nc2ccccc2[nH]1)Nc1ccccc1 | 110.3
CCCCSc1nnc([C@@H]2CCCN2C(=O)OC(C)(C)C)o1 | 90.0
CCn1nnc(NC(=O)c2cc3ccccc3o2)n1 | 109.8
COc1cc(C2NC(=O)NC(C)=C2C(=O)OC(C)(C)C)ccc1OCC(=O)O (stereo not given) | 79.8
COC(=O)c1ccc(OC(=O)c2ccco2)cc1 | 75.8
COc1ccccc1OCCn1c(C(C)O)nc2ccccc21 (stereo not given) | 85.3
Clc1ccc(CSc2nnc(-c3ccncc3)o2)cc1 | 102.3
CCS(=O)(=O)Nc1ccc(C(=O)CC2(O)C(=O)Nc3ccc(Br)cc32)cc1 (stereo not given) | 85.0
O=C(/C=N/O)Nc1ccccc1C(=O)O | 90.8
CC(C)Oc1ccc(C(=O)N(CN2CCCC2=O)c2ccc(F)cc2)cc1 | 103.6
CCCCC1CCC(C(=O)Nc2c(C)n(C)n(-c3ccccc3)c2=O)CC1 (stereo not given) | 89.9
COC(=O)c1[nH]c2cc(C)ccc2c1NC(=O)CN1CCc2cc(OC)c(OC)cc2C1 | 76.7
Cc1ccc(C2C(C#N)=C(N)SC(N)=C2C#N)cc1 | 83.8
O=C(c1cnsn1)N1CCN(c2ccccc2)CC1 | 105.2
CCN(CC)C(=O)CSc1ncnc2c1nnn2-c1ccc(F)cc1 | 79.5
COc1ccc(NC(=O)CCc2nc(-c3ccccc3F)no2)cc1 | 88.1
COc1cccc(NC(=O)Cn2c(-c3cncs3)nc3ccccc32)c1 | 86.2
Cc1cc(C)cc(NS(=O)(=O)c2ccc3[nH]cc(C(=O)NCc4ccco4)c(=O)c3c2)c1 | 48.0
C=CCSc1nnc2nc3c(nn12)c1cc(C)ccc1n3CC=C | 94.6
O=C(Cn1nnc(-c2ccccc2F)n1)Nc1ccc(C(=O)N2CCOCC2)cc1 | 79.3
COc1ccc(C(c2nnnn2C2CCCCC2)N2CCN(c3ccccc3F)CC2)cc1 (stereo not given) | 77.4
CCCCC(=O)NC(Nc1ccc(C)cn1)(C(=O)OCC)C(F)(F)F (stereo not given) | 91.8
CCOc1ccc(NC(=O)CS(=O)CC(=O)NC2CCCc3ccccc32)cc1 (stereo not given) | 67.3
COc1ccccc1NC(=O)CN1CCN(Cc2ccccc2)CC1 | 93.2
CC(=O)Nc1ccc(S(=O)(=O)Nc2nc3ccccc3nc2Sc2nncn2C)cc1 | 85.9
CC(=O)Nc1ccc(S(=O)(=O)NCCc2csc(C)n2)cc1 | 78.0
C=CCSc1nnc2c(n1)[nH]c1c(C)cccc12 | 76.3
Cc1ccccc1Nc1nnc(C)c(=O)[nH]1 | 102.4
COc1ccc(OCC(=O)Nc2cccc3cccnc23)cc1 | 84.2
O=C(NC1=NCCS1)C1CC2CCC1C2 (stereo not given) | 87.0
CC(=O)N1c2c(cc(Br)cc2S(=O)(=O)N2CCOCC2)CC1C (stereo not given) | 85.3
CCC(C)N(C(=O)COC(=O)c1[nH]c(C)c(C(C)=O)c1C)C1CCS(=O)(=O)C1 (stereo not given) | 103.7
Nc1c(C(=O)NC2CCCC2)c2nc3ccccc3nc2n1N | 94.1
O=c1c(O)c(-c2ccc3c(c2)OCO3)oc2ccccc12 | 94.1
Cn1nc(-c2ccccc2)c2nc3ccccc3nc21 | 86.2

Random excerpt: 5 compounds from above.
SMILES | SK-BR-3 tox 24h
CC(=O)Nc1ccc(S(=O)(=O)NCCc2csc(C)n2)cc1 | 78.0
Nc1c(C(=O)NC2CCCC2)c2nc3ccccc3nc2n1N | 94.1
CC(=O)Nc1ccc(S(=O)(=O)Nc2nc3ccccc3nc2Sc2nncn2C)cc1 | 85.9
C=CCSc1nnc2c(n1)[nH]c1c(C)cccc12 | 76.3
O=C(NC1=NCCS1)C1CC2CCC1C2 (stereo not given) | 87.0

Remaining list, next part
SMILES | SK-BR-3 tox 24h
CN1CCN(CCNC(=O)Nc2ccccc2C(F)(F)F)CC1 | 93.6
Cc1cc(C)c2c(N)c(S(=O)(=O)Cc3ccccc3)sc2n1 | 93.6
N=c1c(C(=O)NCc2ccco2)cc2c(=O)n3ccccc3nc2n1Cc1ccc(Cl)cc1 | 96.4
C=CCOC(=O)COc1ccc2c(C)c(CC)c(=O)oc2c1 | 94.8
COCCn1nnnc1C(c1cc2cc(C)ccc2[nH]c1=O)N1CCCCCC1 (stereo not given) | 86.7
COc1cccc(C(=O)NCC(=O)N2CCC(C)CC2)c1 | 105.7
CC[N+](C)(C)c1cccc(O)c1 | 62.6
C=C(C)Cn1c(SCC(=O)NCc2ccco2)nc2sc3c(c2c1=O)CCC3 | 89.8
Cn1c(=O)cc(SCC(=O)NCCCN2CCN(c3ccccc3F)CC2)c2ccccc21 | 75.3
CCOC(=O)C1=C(C)S/C(=C\N(C)C)C1=O | 100.6
COc1ccc(C)cc1NC(=O)C1CCCN1C(=O)OCc1ccccc1 (stereo not given) | 83.5
CCOC(=O)c1oc2c(C)c(O)ccc2c(=O)c1-c1nncn1-c1ccccc1 | 102.5
COC(=O)c1ccccc1NC(=O)CN1CCN(C23CC4CC(CC(C4)C2)C3)CC1 | 41.5*
O=C(NCCCN1CCOCC1)c1cc2ccccc2oc1=O | 82.4
COc1cccc(/C=N/n2c(C)nc3ccccc3c2=O)c1O | 87.6
CCCn1c(CCC(=O)O)ccc1-c1ccc(OC)cc1 | 109.1
CCn1c(SCC(=O)c2ccc(C)cc2)nnc1-c1ccoc1C | 62.3
CCCOc1ccc(/C(O)=C2\C(=O)C(=O)N(CCCN(C)C)C23C(=O)N(C)c2ccccc23)cc1 (stereo not given) | 101.1
O=C(CCN1C(=O)C2CC=CCC2C1=O)N1CCN(c2ccccn2)CC1 (stereo not given) | 130.2
Cc1ccc(S(=O)(=O)N(C)CC(=O)Nc2ccncc2)cc1 | 83.4
COc1cccc(CN2CCCC(C(=O)N3CCCCC3)C2)c1OC (stereo not given) | 82.0
Cc1ccc(C)c(N(C)S(=O)(=O)c2cccc3nsnc23)c1 | 87.9
O=C(Nc1cccc(Cl)c1)N(CCCN1CCOCC1)Cc1ccccc1F | 65.3
Cc1cc(NC(=O)CN2CCC(O)(c3cccc(F)c3)CC2)no1 | 106.1

Given in markdown: part of the list above
| smiles | SK-BR-3 tox 24h |
| --- | --- |
| COc1cccc(C(=O)NCC(=O)N2CCC(C)CC2)c1 | 105.7 |
| CC[N+](C)(C)c1cccc(O)c1 | 62.6 |
| C=C(C)Cn1c(SCC(=O)NCc2ccco2)nc2sc3c(c2c1=O)CCC3 | 89.8 |
| Cn1c(=O)cc(SCC(=O)NCCCN2CCN(c3ccccc3F)CC2)c2ccccc21 | 75.3 |
| CCOC(=O)C1=C(C)S/C(=C\N(C)C)C1=O | 100.6 |

Additional entries:
SMILES | SK-BR-3 tox 24h
COc1ccc(-n2nc3ccccc3n2)cc1 | 106.3
COc1ccc(-c2nnc(CSc3nnc(-c4ccncc4)n3C3CCCCC3)o2)cc1OC | 88.5
CCOC(=O)c1cccc(NC(=O)CNS(=O)(=O)c2cccs2)c1 | 99.2
CCN(CC)c1ccc(C2C(C(=O)OC)=C(C)NC(C)=C2C(=O)OC)cc1 | 96.1
CCOP(=O)(c1ccccc1)c1nc(-c2ccccc2C)oc1N1CCCCC1 (stereo not given) | 63.5

Screening results: PubChem, SRMLSC

An excerpt; the hit share may differ from the screen's.
